From PubChem BioAssay
S-ASM inh: Inhibitors of Secretory Acid Sphingomyelinase (S-ASM): qHTS; placental ASM, HMU-PC fluorogenic substrate, 60 min; Potency, µM (titrated, usually from 57.5 µM), without a hit: at the highest dose activity change, negative = inhibition, actives largely listed as inhibitors; actives 0.006% (n = 340,000); also: potency is read from the fitted curve at half-maximal effect
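Human placenta-derived ASM preincubated with compound 10 min at room temperature, then reacted with 9 uM (final) fluorogenic HMU-PC substrate for 60 min at 37 C. Stop solution raises pH to 10; fluorescence read at Ex 386/Em 447 nm.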
hERG WT inh: qHTS for Inhibitors of KCHN2 3.1: Wildtype qHTS. activity change, % at 1.84 µM. U2OS, BacMam KCNH2, thallium flux FluxOr; active compounds read low. Voltage-gated inwardly rectifying potassium channel KCNH2 (Homo sapiens), Q12809. AID 720551, 2013. actives 0.37% (n = 340,000);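 active = maximum activity change below -70%; inconclusive = maximum activity change between -70% and -50%; inactive = maximum activity change above -50%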; also: % is scaled to controls: 0 for no effect and ±100 for the full control effect
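U2OS cells transduced with wild-type KCNH2 virus are loaded with FluxOr dye for 45 min, and thallium flux is measured in kinetic reads before and after stimulation buffer. Rate constants are normalized to DMSO controls.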
Menin-MLL TR inh: qHTS Assay for Inhibitors Targeting the Menin-MLL Interaction in MLL Related Leukemias: Competition With Texas Red Labeled MLL-derived Mutant Peptide. O00255. Menin + Texas Red MLL mutant peptide, fluorescence polarization. Potency, µM (series often up to 61.6 µM), for inactives: at the highest dose FP activity change, negative = inhibition, most hits filed as inhibitors. actives 0.23% (n = 270,000); active = well fitted inhibition curve with a large enough effect in the polarisation, with a control signal flat, not every such curve was filed as active; inconclusive = small, poorly fitted or top-dose-only effect, or effect the other way, or a change in a side signal; inactive = no such curve, though single readings can be large or run the other way; the % refers to the polarisation; also: potency is read from the fitted curve at half-maximal effect; % of control where 0% means no effect; many of its hits are not listed in these tables
Target sequence (O00255 whole entry, looked up): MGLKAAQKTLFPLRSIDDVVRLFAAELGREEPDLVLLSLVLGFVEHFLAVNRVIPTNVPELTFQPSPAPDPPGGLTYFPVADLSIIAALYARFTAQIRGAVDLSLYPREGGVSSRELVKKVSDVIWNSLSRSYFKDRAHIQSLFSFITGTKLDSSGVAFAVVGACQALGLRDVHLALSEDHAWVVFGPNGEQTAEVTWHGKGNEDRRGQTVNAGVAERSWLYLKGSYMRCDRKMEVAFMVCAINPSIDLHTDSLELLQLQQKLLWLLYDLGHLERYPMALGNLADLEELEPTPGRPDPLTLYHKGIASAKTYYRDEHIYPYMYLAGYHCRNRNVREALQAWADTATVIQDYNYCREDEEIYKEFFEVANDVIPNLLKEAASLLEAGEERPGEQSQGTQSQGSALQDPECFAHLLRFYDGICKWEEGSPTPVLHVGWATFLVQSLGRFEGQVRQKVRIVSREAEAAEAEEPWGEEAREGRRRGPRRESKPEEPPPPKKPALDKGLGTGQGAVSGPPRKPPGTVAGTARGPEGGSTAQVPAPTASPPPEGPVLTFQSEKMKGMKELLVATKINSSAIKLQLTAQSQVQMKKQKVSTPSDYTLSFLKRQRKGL
Mito fusion act: qHTS Assay for Small Molecule Inhibitors of Mitochondrial Division or Activators of Mitochondrial Fusion; AID 485298, 2010; Potency, µM (titrated, usually from 46.1 µM), for inactives: at the highest dose growth rescue (activation), most hits filed as activators; S. cerevisiae fusion-defective mutant growth rescue, CellTiterGlo 48 h; actives 0.23% (n = 320,000);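 also: potency is read from the fitted curve at half-maximal effect; % of control where 0% means no effect; nearly all actives have a fitted effect of over 45% in size; temperature-sensitive fusion mutants such as fzo1-1 at 37 °C on non-fermentable ethanol glycerol medium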
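Compounds are tested for their ability to restore growth of mitochondrial fusion-defective yeast strains at non-permissive 37C in YPEG medium over 48 hours. Viability is quantified by luciferase luminescence.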
GALK inhibitor: qHTS Assay for Inhibitors of Human Galactokinase (GALK); P51570; Purified GALK, Kinase-Glo residual ATP luminescence; Potency, µM (top dose mostly 57.5 µM), for inactives: at the highest dose activity change, negative = inhibition, hits mostly inhibitors; actives 0.007% (n = 270,000); AID 1868, 2009; also: potency is read from the fitted curve at half-maximal effect; % is scaled to controls: 0 for no effect and ±100 for the full control effect
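5 nM enzyme, 35 uM ATP, 100 uM galactose, 20 mM HEPES pH8.0, 5 mM MgCl2; 1 h RT; residual ATP by Kinase-Glo Plus luminescence, qHTS format.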
PKM2 act: qHTS Assay for Activators of Human Muscle isoform 2 Pyruvate Kinase; purified PKM2, Kinase-Glo ATP luminescence, activation; response scale: 0% is enzyme alone, no compound; actives 0.34% (n = 260,000); AID 1631, 2009; Pyruvate kinase PKM (Homo sapiens), P14618; Potency, µM (highest dose often 57.5 µM), for inactives: at the top dose activation, most hits filed as activators; also: potency is read from the fitted curve at half-maximal effect; % is scaled to controls: 0 for no effect and ±100 for the full control effect; nearly all actives have a fitted effect of over 55% in size
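Kinase-Glo luminescence reports ATP generated from ADP (0.1 mM) and PEP (0.5 mM) by purified hPK-M2 after 1 h at room temperature, pH 7.2 imidazole buffer; intermediate enzyme activity allows detecting inhibitors and activators.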
MBNL1 CUG block: qHTS Assay for Inhibitors of MBNL1-poly(CUG) RNA binding. TR-FRET MBNL1-His/biotin-(CUG)12 binding, 665/545 ratio. Potency, µM (series often up to 57.5 µM), inactives show at the top dose activity change, negative = inhibition, most hits filed as inhibitors. actives 0.036% (n = 280,000). AID 2675, 2010. Muscleblind-like protein 1 (Homo sapiens), Q9NR56; active = well fitted inhibition curve with a large enough effect in the signal ratio, with a control signal flat, not every such curve was filed as active; inconclusive = small, poorly fitted or top-dose-only effect, or effect the other way, or a change in a side signal; inactive = no such curve, though single readings can be large or run the other way; the % refers to the signal ratio; also: potency is read from the fitted curve at half-maximal effect; % is scaled to controls: 0 for no effect and ±100 for the full control effect
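Compound titration spanned 92 nM–58 uM against the MBNL1-His/biotin-(CUG)12 complex. After 60 min at room temperature with 5 nM streptavidin-XL665 and 0.055 ng/ul terbium anti-His, ratiometric 665/545 nm emission (Ex 340 nm) normalized to controls.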
TSHR antag: Antagonists of the Thyroid Stimulating Hormone Receptor: HTS campaign | activity change, negative = inhibition, % at 11.5 µM | AID 504810, 2011 | actives 0.2% (n = 330,000) | TSHR-expressing cells, TSH-stimulated cAMP HTRF, 2 h; active compounds read low | Thyrotropin receptor (Homo sapiens), P16473;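 active = activity change below a set negative limit, meaning inhibition stronger than a set level, cut at about -70% in these data; inconclusive = activity change between two set negative limits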; also: % is scaled to controls: 0 for no effect and ±100 for the full control effect
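Freshly harvested TSHR cells receive pin-tooled compound, then EC80 TSH at 4nM final. After 2 hours at 37 deg C, antibody in lysis buffer and cAMP-d2 are added; 30 minutes at ambient temperature precede the HTRF read.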
USP2a inh: qHTS Assay for Inhibitors of Ubiquitin-specific Protease USP2a Using CHOP2 as the Reporter; Ubiquitin carboxyl-terminal hydrolase 2 (Homo sapiens), O75604; USP2 core, Ub-CHOP2 coupled fluorogenic reporter, 485/531; Potency, µM (top dose mostly 38.3 µM), inactives show at the highest dose activity change, negative = inhibition, actives largely listed as inhibitors; actives 0.01% (n = 330,000); AID 463254, 2010;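 also: potency is read from the fitted curve at half-maximal effect; plate controls were DMSO wells for no effect and full inhibition by NEM control for full effect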
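USP2 core (10nM final) preincubated 30min RT with compound in 20mM Tris-HCl pH 8.0, 2mM CaCl2, 2mM beta-mercaptoethanol, 0.05% CHAPS; 25nM Ub-CHOP2 plus 25nM reporter substrate added, fluorescence (Ex485/Em531) read after 60min.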
Eya2 inh: qHTS Assay for Inhibitors of the Phosphatase Activity of Eya2 | Protein phosphatase EYA2 (Homo sapiens), O00167 | recombinant Eya2, OMFP fluorescence dephosphorylation (OMFP is methylfluorescein phosphate) | Potency, µM (highest dose often 76.9 µM), for the others: at the top dose activity, negative = inhibition, actives largely listed as inhibitors | actives 0.006% (n = 330,000) | AID 488837, 2010; also: potency is read from the fitted curve at half-maximal effect; % is scaled to controls: 0 for no effect and ±100 for the full control effect
Target sequence (O00167 whole entry, looked up): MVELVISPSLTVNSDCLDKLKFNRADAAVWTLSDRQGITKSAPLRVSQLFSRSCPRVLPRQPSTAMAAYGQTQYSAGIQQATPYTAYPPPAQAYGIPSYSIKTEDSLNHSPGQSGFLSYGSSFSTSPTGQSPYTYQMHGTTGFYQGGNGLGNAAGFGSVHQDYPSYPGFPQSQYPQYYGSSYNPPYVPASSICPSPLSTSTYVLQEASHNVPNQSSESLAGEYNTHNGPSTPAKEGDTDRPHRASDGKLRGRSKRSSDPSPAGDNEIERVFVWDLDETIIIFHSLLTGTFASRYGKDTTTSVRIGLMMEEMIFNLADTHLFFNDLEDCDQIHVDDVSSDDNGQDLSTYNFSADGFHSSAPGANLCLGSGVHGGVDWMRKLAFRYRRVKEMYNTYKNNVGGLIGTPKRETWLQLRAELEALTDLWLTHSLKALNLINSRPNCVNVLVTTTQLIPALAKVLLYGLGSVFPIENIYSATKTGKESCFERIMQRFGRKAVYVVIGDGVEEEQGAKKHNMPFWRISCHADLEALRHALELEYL
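Eya2 (0.2 uM) preincubated 10 min at ambient with compound, then OMFP substrate added at 50 uM; 10 min reaction in 50 mM HEPES pH 7.5, 50 mM NaCl, 5 uM MgCl2, 0.05% BSA, 1 mM DTT. Fluorescence read at Ex 485/Em 525 nm.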
BCR signal inh: qHTS Assay to Find Inhibitors of Chronic Active B-Cell Receptor Signaling. ABC-DLBCL IkBa-CBG/CBR reporter, luminescence ratio, 4 h. Potency, µM (top dose mostly 46.1 µM), inactives show top-dose ratio change, negative = lower green/red ratio, usual class: inhibitors. actives 0.05% (n = 340,000); active = well fitted inhibition curve with a large enough effect in the signal ratio, with a control signal flat, not every such curve was filed as active; inconclusive = small, poorly fitted or top-dose-only effect, or effect the other way, or a change in a side signal; the % refers to the signal ratio;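 also: potency is read from the fitted curve at half-maximal effect; plate controls were basal doxycycline-induced cells for no effect and cells given 10 µM MG132 for full effect; MG132 reads +100%, hits lower the ratio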
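Compounds up to 46 uM were incubated four hours with TMD8 cells whose green CBG68 luciferase is fused to IkappaBalpha; red CBR luminescence normalised the signal, and concentration-effect curves were fitted to fusion, red and ratio data.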
* = called active by the depositor; i = inactive; ? = inconclusive; . = no result given; [ ] = dose if it differs, or a comment. Unless noted, calls follow the shape of the dose curve; as a rule, active = well fitted curve in the direction sought with a large enough effect; inconclusive = small, poorly fitted or top-dose-only effect, or another doubt; inactive = no such curve, though single readings can be large; an effect the other way counts as inactive or inconclusive.

SMILES | S-ASM inh | hERG WT inh | Menin-MLL TR inh | Mito fusion act | GALK inhibitor | PKM2 act | MBNL1 CUG block | TSHR antag | USP2a inh | Eya2 inh | BCR signal inh
CC(=O)c1ccc(Sc2nnnn2-c2ccccc2)c([N+](=O)[O-])c1 | 3.3% | -4.4 | ? | 3.6% | -0.6% | 22.2% | . | 13.6 | 0.8% | -8.3% | -5.7%
CCC(C)Sc1cc(-c2nc3ccc(Cl)cn3c2NC2CCCCC2)ccc1OC (stereo not drawn) | 139.9%[activator] | -2.5 | . | . | . | . | . | -1.3 | 0.4% | 0.5% | ?
CCc1ccccc1NC(=O)CSc1nnc(Cn2cnc3ccccc32)o1 | 3.6% | -1.0 | 0.5% | -0.8% | -1.0% | 1.2% | -4.8% | 4.3 | 2.9% | -0.3% | -5.4%
CC(=O)N1CCN(C(=O)COC(=O)COc2c(C)cc(C)cc2C)CC1 | 4.0% | -6.8 | . | -3.4% | . | . | . | -2.6 | -0.6% | -2.2% | 0.3%
Cc1ccc(C(=O)NCC(=O)NCc2ccccc2F)s1 | -3.5% | -5.5 | . | . | . | . | . | 9.7 | 1.0% | -0.8% | -0.2%
CCC1Sc2ccc(S(=O)(=O)CCC(=O)NC3CCCCCC3)cc2NC1=O (stereo not drawn) | 0.7% | 1.3 | -8.9% | -6.2% | 4.8% | . | -3.9% | -1.7 | 1.2% | -4.6% | -0.9%
CCOC(=O)[C@H]1[C@H]2COc3cc(OC)ccc3[C@@H]2N2C(=O)N(c3ccc(Cl)cc3)C(=O)[C@@]12C | ? | . | 6.5% | -7.6% | . | -1.2% | 0.1% | -2.2 | -6.1% | -12.1% | 4.8%
CCCC(=O)Nc1nnc(SCC(=O)NCc2ccc3c(c2)OCO3)s1 | 3.5% | 2.8 | -18.4% | 1.5% | 3.6% | 0.7% | 2.0% | 17.9 | 2.1% | -12.0% | -1.8%
O=C1CCC([N+](=O)[O-])C(c2ccc(F)c(Br)c2)N1 (stereo not drawn) | -1.6% | 6.7 | ? | -12.3% | 1.7% | . | 8.2% | 3.1 | 1.0% | 7.6% | -2.7%
CCCc1cc(=O)[nH]c(SCC(=O)Nc2sccc2C#N)n1 | -0.5% | 3.9 | . | -0.9% | . | . | . | 16.8 | -1.5% | 2.7% | -0.8%
CCc1nnc(NC(=O)c2ccc3c(c2)C(=O)N(C(C)(C)C)C3=O)s1 | -0.1% | 14.1 | 16.7% | 0.1% | -1.7% | -12.2% | 9.8% | -11.6 | 3.0% | -7.5% | 0.6%
Clc1ccc(Oc2cnns2)cc1Cl | -0.6% | -7.3 | 3.8% | 6.2% | 1.2% | -1.8% | 5.6% | 6.9 | 0.0% | 21.5% | -2.0%
Cc1cccc(N=C2NN=C(c3c[nH]c4ccccc34)CS2)c1 | -1.0% | . | ? | ? | 1.6% | -8.7% | 6.2% | 13.5 | -9.2% | 0.7% | ?
Cn1sccc1=O | -2.8% | -7.6 | . | -4.7% | . | . | . | 2.5 | 1.6% | 7.2% | -28.9%
O=c1[nH]c2ccccc2nc1C(F)(F)C(F)F | 237.1%[activator] | 5.6 | 0.1% | 1.7% | 2.1% | 4.4% | 23.3% | -6.5 | -3.1% | -14.3%[15.4 µM] | 5.6%
NC(=O)C1CCN(C2CC(=O)N(c3cccc(F)c3)C2=O)CC1 (stereo not drawn) | 0.6% | 5.5 | 12.6% | -16.5% | -3.8% | 0.1% | -1.9% | -2.0 | -1.2% | -19.0% | -12.9%
O=C(Cn1c(NCCCO)nc2ccccc21)c1ccc(Cl)cc1Cl | -4.8% | 7.6 | 18.9% | -0.3% | -6.4% | -7.8% | -8.0% | 19.6 | -0.1% | 2.8% | -0.5%
Cc1cc(C)nc(/N=C(\N)Nc2cccc([N+](=O)[O-])c2)n1 | . | 3.8 | -10.2% | -6.5% | -0.4% | -15.7% | -2.4% | -11.2 | 3.7% | -7.8% | 0.0%
COC(=O)c1ccc(NC(=O)CSc2nnc(-c3ccccc3)n2C)cc1 | 4.2% | -2.5 | 4.3% | 0.9% | 0.0% | 0.2% | -8.0% | 7.2 | 4.3% | -8.8% | 6.0%
COc1ccc(Br)cc1CNC(=O)C1CCN(S(=O)(=O)N2CCCC2)CC1 | -1.8% | 2.8 | -19.3% | 3.2% | 1.6% | -4.3% | 7.0% | -1.5 | -1.3% | 3.7% | -2.8%
CCCCOCCCNC(=O)N[C@H](C(=O)OC)C(C)CC (stereo partly drawn) | -2.8% | -7.6 | . | -3.4% | . | -0.6% | 4.7% | -10.0 | 0.2% | 11.3% | -4.0%
O=C(COC(=O)c1cccnc1)Nc1ccc2c(c1)OCO2 | -1.0% | -0.2 | 10.9% | -6.9% | 0.6% | -2.9% | 4.5% | 1.2 | 0.9% | 3.6% | 3.6%
COc1ccc(CCNC(=O)/C(C#N)=C2\N=C(NC(=O)c3cccs3)c3ccccc32)cc1 | -5.7% | 1.8 | -25.9% | 5.6% | 0.3% | 8.6% | ? | -11.5 | 2.9% | -16.3% | -37.9%
COc1cc(C2C(C(=O)c3ccc(C)o3)=C(O)C(=O)N2CCCn2ccnc2)cc(OC)c1OC (stereo not drawn) | . | -2.8 | -15.3% | -1.5% | 4.2% | 1.8% | 11.3% | 8.9 | 2.0% | 1.9% | 0.0%
CCC(C)C(NC(=O)C1CCC(C)CC1)C(=O)NCc1cccnc1 (stereo not drawn) | 5.9% | 0.3 | 5.0% | -0.5% | -3.0% | -0.2% | 3.6% | 2.6 | 4.0% | 4.6% | 6.3%
FC(F)Oc1ccc(NC(=S)N2CCN(Cc3ccccc3)CC2)cc1 | -1.9% | 13.6 | 19.1% | -6.4% | -0.5% | 3.7% | -1.0% | 0.4 | 2.8% | 4.2% | 4.3%
CCOC(=O)C(Nc1ccc2ccccc2c1)C(=O)OCC | 4.0% | -0.3 | ? | 2.5% | 0.0% | ? | ? | 11.8 | -1.1% | -2.5% | -0.8%
Cc1cc(NCCO)c2cc(O)ccc2n1 | i | -11.7 | -1.4% | 3.4% | 1.1% | 2.3% | 3.8% | 7.8 | -0.6% | -0.6% | 25.4%
CCN(CC(=O)Nc1c(F)cccc1F)C(=O)C1CCCN(C(=O)c2ccc(Cl)cc2)C1 (stereo not drawn) | -2.6% | 5.5 | . | -8.8% | -2.8% | -1.4% | -1.9% | 5.4 | -0.6% | 4.8% | 3.5%
CC(OC(=O)CCC(=O)c1ccc(F)cc1)C(=O)NC1CCCCC1C (stereo not drawn) | 1.5% | -1.5 | . | 3.1% | 2.1% | -0.8% | -1.7% | 6.7 | -1.4% | -4.9% | 0.4%
Cc1ccc2c(C(=O)CN3CC(C)CC(C)C3)c(C)[nH]c2c1 (stereo not drawn) | . | . | -0.9% | -10.5% | . | . | -2.9% | -2.1 | -3.4% | 2.5% | -1.5%
COc1ccc(S(=O)(=O)Nc2c(F)cccc2F)cc1 | -1.6% | 1.8 | 16.4% | 3.9% | -2.3% | 5.3% | 1.2% | -10.7 | 2.1% | -8.8% | -14.9%
COc1ccccc1/C=C/C(=O)OCC(=O)Nc1ccccc1Sc1ccccc1 | -3.5% | -5.9 | -14.8% | -1.0% | -0.1% | -3.0% | -9.7% | -1.9 | 1.9% | 2.9% | -9.3%

This is a subset; the hit share may differ from the screen's.
